Screening data deposited in PubChem by several laboratories.
NPY Y2 blocker: antagonists of human neuropeptide Y receptor Y2; P49146; NPY-Y2 expressing cells, antagonist mode; inhibition, % at 2.7 µM; hit rate 0.99% among 140,000; AID 793; in the data active means inhibition above about 17%;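 further: 0% = vehicle with agonist challenge and 100% = reference antagonist with challenge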
Target sequence (P49146 whole entry, looked up): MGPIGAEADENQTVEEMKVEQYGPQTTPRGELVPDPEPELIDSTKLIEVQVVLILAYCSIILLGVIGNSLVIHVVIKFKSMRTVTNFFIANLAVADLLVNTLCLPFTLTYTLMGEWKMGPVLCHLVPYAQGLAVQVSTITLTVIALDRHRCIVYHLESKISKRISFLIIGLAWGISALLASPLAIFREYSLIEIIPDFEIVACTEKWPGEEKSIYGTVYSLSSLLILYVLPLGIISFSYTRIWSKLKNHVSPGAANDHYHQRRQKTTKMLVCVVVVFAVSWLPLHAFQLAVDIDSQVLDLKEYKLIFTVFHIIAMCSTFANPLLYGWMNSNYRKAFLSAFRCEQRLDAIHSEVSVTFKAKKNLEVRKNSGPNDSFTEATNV
Yeast growth inh: chemicals that inhibit yeast BB579 growth in restrictive medium (lifespan-shortening candidates). S. cerevisiae BB579 growth, OD615, 48 h. inhibition, % at 10 µM. hit rate 0.51% among 140,000. AID 804;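 active means inhibition above a set limit, 3 SD over the mean compound inhibition, cut at about 44% in these data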; further: inactives centre near -24
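test system = yeast BB579 (DeaD) | buffer or medium = restrictive CSMM-D medium | doses = single compound dose of 10 µM, 0.25% DMSO final | times = 4 h preincubation and 48 h exposure at 30 °C | technique = culture absorbance at 615 nm | benchmarks = amphotericin B 10 µg/mL, positive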
GALR2 blocker: blocks the human galanin receptor 2; O43603; GALR2-expressing cells, antagonist mode; inhibition, % at 4 µM; hit rate 0.39% among 140,000; in the data active means inhibition above about 27%;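 further: cells stimulated with galanin 1-16 at roughly its EC80; 0% = agonist challenge control and 100% = basal control without agonist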
Target sequence (O43603 whole entry, looked up): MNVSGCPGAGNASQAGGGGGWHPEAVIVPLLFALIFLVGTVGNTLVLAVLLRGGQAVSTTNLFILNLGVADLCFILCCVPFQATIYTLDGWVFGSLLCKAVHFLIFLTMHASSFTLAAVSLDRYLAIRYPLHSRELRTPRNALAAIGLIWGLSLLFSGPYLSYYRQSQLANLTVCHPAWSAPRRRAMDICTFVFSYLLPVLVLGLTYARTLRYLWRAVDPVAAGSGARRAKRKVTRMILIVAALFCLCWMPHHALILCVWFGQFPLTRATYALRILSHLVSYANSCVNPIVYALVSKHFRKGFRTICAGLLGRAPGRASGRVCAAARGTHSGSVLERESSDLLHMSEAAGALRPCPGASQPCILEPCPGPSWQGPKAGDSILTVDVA
Measles CPE: protection of cells from measles virus. hit rate 1.5% among 140,000. Measles virus-infected cells, CPE protection, absorbance. protection (pct of control), % at 4 µM. AID 841; in the data active means protection mostly above about 24%, no sharp cut-off; inactive means mostly below about 26%; further: some compounds called inactive have numbers as strong as hits
bCat KO growth: beta-catenin-lacking colon tumor cell growth suppression; HCT116 beta-catenin knockout viability, CellTiter-Glo, 60 h; stronger effect = lower value; hit rate 1.5% among 140,000; viability, % at 10 µM;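 active means viability at or under a set limit, the compound median less 4 SD, cut at about 6% in these data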;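 further: 0% = Hyamine 1622 control at 20 µM and 100% = untreated cell control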
Yeast lifespan up: extends the lifespan of yeast; S. cerevisiae growth with nicotinamide, OD615; deaD strain in restrictive glucose medium; inhibition of the nicotinamide effect, % at 10 µM; hit rate 0.68% among 130,000; AID 775;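 active means inhibition above a set limit, placed 3 SD over the median of all compounds, cut at about 26% in these data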;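 further: 0% = nicotinamide-treated wells and 100% = cells grown without nicotinamide; some compounds called inactive have numbers as strong as hits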
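Assay system: engineered S. cerevisiae DeaD replicative-lifespan strain, galactose-grown log-phase cells; Buffer or medium: CSMM-D glucose medium, restrictive; Probe or stimulus: nicotinamide 1.5 mM; Compound: single dose 10 µM compound, 0.25% DMSO; Schedule: 4 h preincubation then 48 h treatment at 30 °C; Technique: OD615 measurement.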
HCT116 PTEN-null: suppresses growth of cells with PTEN deletion | HCT116 PTEN-null viability, CellTiter-Glo, 60 h; stronger effect = lower value | hit rate 1.2% among 140,000 | viability, % at 10 µM | AID 827;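 active means viability at or below a set limit, 4 SD under the median of all tested compounds, cut at about 3.7% in these data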;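 further: PTEN knockout HCT116 line with beta catenin targeted HCT116 as companion control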
Phagocyt inh: inhibitors of macrophage phagocytosis; J774A.1 macrophage IgG-bead phagocytosis, imaging; inhibition, % at 5 µM; hit rate 0.07% among 110,000; AID 1029;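 active means inhibition above the mean of the plate negative controls plus 5 SD, cut at about 13% in these data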;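 further: phagocytic index as fraction of beads internalized from green versus red external bead signal; plate controls were DMSO negative control for no effect and cytochalasin-D positive control for full effect; some results beyond the cut were filed as inactive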
E-sel TNF inh: blocks E-selectin expression induced by TNF alpha; HUVEC TNFa-induced E-selectin immunofluorescence, high content; inhibition, % at 2 µM; hit rate 0.71% among 120,000; AID 1246;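 active means inhibition above the batch mean plus 3 SD, and confirmed as a hit on visual image review, cut at about 43% in these data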;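 further: 0% = TNF-stimulated DMSO wells and 100% = unstimulated control wells; not every result past the cut was called active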
MRP-1 activ: MRP-1 activation; H69AR cells + doxorubicin, viability rescue, CellTiter-Glo; viability increase, % at 10 µM; hit rate 0.61% among 140,000; AID 799;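 active means viability gain under doxorubicin at or above a set limit, the compound median plus 3 SD, cut at about 4.7% in these data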;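 further: MRP-1 overexpressing cells given doxorubicin 25 µM after compound pretreatment; 18-22 h compound pretreatment then 72 h with doxorubicin before readout; 0% = doxorubicin-only wells and 100% = vehicle-treated cells without doxorubicin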
* marks the source's active call; other numbers are inactive results; . = no result given. The order is random, and some 6.1% of all compounds hit somewhere here.

SMILES	NPY Y2 blocker	Yeast growth inh	GALR2 blocker	Measles CPE	bCat KO growth	Yeast lifespan up	HCT116 PTEN-null	Phagocyt inh	E-sel TNF inh	MRP-1 activ
CCCCCCCC(=O)NC(Nc1ccccc1OC)C(Cl)(Cl)Cl (centres undefined)	10	-7	-5	5	87	-3	75	-1	-58	1.3
CCOC(=O)c1ccc(NS(=O)C23CC4CC(CC(C4)C2)C3)cc1 (centres undefined)	2	-54	-16	1	100	-7	90	-5	17	-3.7
COc1ccc(/C=N/NC(=O)c2nc(-c3ccccc3)cc(-c3ccccc3)n2)cc1O	11	-23	3	26	54	-1	36	-11	.	-3.8
Cc1ccc(C(=O)CCCn2nnc(-c3cccnc3)n2)cc1C	5	-61	0	13	95	-9	89	-1	-21	-0.2
Cc1ccc(/C(O)=C2/C(=O)C(=O)N(CCN3CCOCC3)C2c2cccnc2)cc1 (centres undefined)	2	-19	3	7	94	-7	98	.	-23	-1.0
O=C(CCNC(=O)OCc1ccccc1)NC1CCCCCC1	6	-31	6	14	99	0	101	-1	.	-0.4
C[C@@H](C(=O)NCCc1c[nH]c2ccccc12)[C@H]1C[C@]1(C)[C@H](NC(=O)OCc1ccccc1)c1ccccc1	7	-46	4	21	38	6	31	.	-26	-3.8
CN(C(=O)OCc1ccccc1)C(CC(N)=O)C(=O)O (centres undefined)	2	-3	11	7	93	-9	102	.	-14	-1.2
N#C[C@@H]1[C@@H]2C(=O)N(c3ccc4c(c3)OCCO4)C(=O)[C@@H]2C2c3ccccc3C=CN21 (some centres undefined)	1	-33	-2	20	98	-5	100	.	-7	-1.4
Cc1c(C(=O)N2CCC(C)CC2)sc2ncnc(N3CCN(c4ccccc4)CC3)c12	3	-58	-17	8	76	-6	82	0	19	-0.5
O=C(CCNc1ccccc1)c1cccc([N+](=O)[O-])c1	8	-24	1	4	79	-19	79	-1	39	-2.0
O=C(Nc1ccccc1C(F)(F)F)c1ccc(CN2CCC(Cc3ccccc3)CC2)cc1	9	-2	1	1	75	-2	77	.	31	-3.0
O=C(CSc1nc2ccccc2[nH]1)Nc1nc(-c2cccc(Br)c2)cs1	1	-41	3	16	93	-10	83	-4	-16	-0.4
O=[N+]([O-])c1cccc(/C=N/Nc2nc(C(Cl)(Cl)Cl)nc3ccccc23)c1	4	-47	5	4	40	-1	22	.	.	-2.6
O=C1NC(c2cccs2)Nc2ccccc21 (centres undefined)	-1	0	-6	4	84	-33	66	0	10	-0.7
Cc1ccc(C(=O)CCC2CCCC2=O)cc1 (centres undefined)	2	-41	12	12	106	-8	106	-1	-45	0.7
COc1cccc(NC(=O)C2CCN(c3ncccn3)CC2)c1	1	-42	-6	6	90	-16	105	-1	-9	-1.6
CCOC(=O)c1ccc(Oc2nc(NC(C)(C)C)nc(N(C)C)n2)cc1	7	-4	-20	3	7	-19	15	-1	6	7.0*
CCCn1c(=S)[nH]c2cc(OC)c(OC)cc2c1=O	2	-3	2	8	82	-4	91	1	-18	-2.2
CCc1cccc2c(=O)c(C(=O)N3CCOCC3)c[nH]c12	0	-40	-3	9	97	-7	100	0	22	-1.8
CCOCCCNS(=O)(=O)c1ccc(Br)cc1	0	12	0	4	97	-4	95	0	-23	-1.1
Cc1ccc(-c2nnn(CC(=O)N(CC3CCCO3)C(C(=O)NC3CCCC3)c3ccc(F)cc3)n2)o1 (centres undefined)	3	-22	11	6	89	0	82	0	14	-2.5
CCCC1(CCC)NC(=O)NC1=O	2	11	-8	10	94	-10	98	-2	-26	-0.6
Cc1cc(NC(=O)C2CCCCC2)ccc1NC(=O)c1ccccc1Cl	4	-30	-1	14	94	4	99	-9	-5	-1.4
Cc1ccccc1-n1c(Cc2cccs2)n[nH]c1=S	4	-26	-7	3	92	-7	92	.	-34	-2.6

7 compounds from above, ordered by SMILES length, ascending:
SMILES	NPY Y2 blocker	Yeast growth inh	GALR2 blocker	Measles CPE	bCat KO growth	Yeast lifespan up	HCT116 PTEN-null	Phagocyt inh	E-sel TNF inh	MRP-1 activ
CCCC1(CCC)NC(=O)NC1=O	2	11	-8	10	94	-10	98	-2	-26	-0.6
Cc1ccc(C(=O)CCC2CCCC2=O)cc1 (centres undefined)	2	-41	12	12	106	-8	106	-1	-45	0.7
Cc1ccc(C(=O)CCCn2nnc(-c3cccnc3)n2)cc1C	5	-61	0	13	95	-9	89	-1	-21	-0.2
CCOC(=O)c1ccc(NS(=O)C23CC4CC(CC(C4)C2)C3)cc1 (centres undefined)	2	-54	-16	1	100	-7	90	-5	17	-3.7
COc1ccc(/C=N/NC(=O)c2nc(-c3ccccc3)cc(-c3ccccc3)n2)cc1O	11	-23	3	26	54	-1	36	-11	.	-3.8
O=[N+]([O-])c1cccc(/C=N/Nc2nc(C(Cl)(Cl)Cl)nc3ccccc23)c1	4	-47	5	4	40	-1	22	.	.	-2.6
Cc1ccc(-c2nnn(CC(=O)N(CC3CCCO3)C(C(=O)NC3CCCC3)c3ccc(F)cc3)n2)o1 (centres undefined)	3	-22	11	6	89	0	82	0	14	-2.5

Further entries.
SMILES	NPY Y2 blocker	Yeast growth inh	GALR2 blocker	Measles CPE	bCat KO growth	Yeast lifespan up	HCT116 PTEN-null	Phagocyt inh	E-sel TNF inh	MRP-1 activ
O=C(OCc1nc2ccccc2[nH]1)C12CC3CC(CC(C3)C1)C2	1	-41	-3	5	88	16	79	.	10	0.8
COC(=O)C1=C(NC(=O)COc2ccc(Cl)cc2Cl)CCS1	4	-24	7	20	96	7	91	-7	-10	1.2
CS(=O)(=O)N(CC(=O)N1CCC(C(N)=O)CC1)c1ccc(Oc2ccccc2)cc1	3	-27	8	7	101	12	98	0	1	-0.8
Cc1sc2ncn(C(C)C(=O)OC3CCCCC3)c(=O)c2c1C (centres undefined)	4	-40	-1	6	90	27*	91	2	-26	-0.6
CC(Cc1ccccc1)N/C=C1/CC(=O)NC1=O (centres undefined)	0	-34	-8	17	86	-5	90	0	-13	-1.4
Cc1c(Cl)cccc1NC(=S)NCc1ccccc1Cl	7	-35	-4	10	93	3	87	.	.	-4.0
CCCCOc1ccc(C(=O)Oc2ccc(C)nc2)cc1	4	-29	-11	25	91	-17	87	-3	13	5.5*
Cc1ccc(CSCCNC(=O)c2ccc(Cl)c(S(=O)(=O)N3CCOCC3)c2)cc1	8	-66	-17	2	60	-2	64	0	-5	0.9
CC[n+]1c(/C=C/N(C)c2ccccc2)oc2ccccc21	5	-5	18	.	12	5	13	-2	.	1.2
CN(C)c1ccc(C(=O)c2ccc(O)cc2O)cc1	6	-21	-20	7	98	.	90	.	-6	-5.3
CCC(C)c1ccccc1NC(=O)COC(=O)CCc1cc(OC)c(OC)c(OC)c1 (centres undefined)	1	-30	4	17	93	4	90	.	.	-0.9
CCOc1cccc(C(=O)Nc2ccc(N3CCN(S(C)(=O)=O)CC3)cc2)c1	6	-53	1	6	92	-6	100	-1	.	-1.6
CCCN(CCC)C(=O)CSc1nc2n[nH]c(C)c2c(=N)n1-c1ccc(OCC)cc1	0	-39	2	7	65	-4	68	-2	.	-4.6
CCOC(=O)/C(=C/C=C1\Sc2ccccc2N1CC)C(C)=O	0	-4	7	5	68	-8	64	-9	8	-3.0
NC(=O)c1c(NC(=O)COC(=O)CSc2nnc(-c3ccc(Cl)cc3)o2)sc2c1CCC2	8	-60	-1	5	84	-21	84	-2	.	-2.7
CCCCN(CCCC)S(=O)(=O)c1ccc(C(=O)Nc2nnc(COC)o2)cc1	2	-7	-10	4	13	-12	15	-2	.	-0.8
COC(=O)CNC(=O)C12CC3(C)CC(C)(CC(C)(C3)C1)C2	4	-17	-2	4	95	-10	91	0	-17	-0.4
CC(=O)Nc1ccc2c(c1)CCCN2C(=O)c1ccccc1	0	-9	11	9	105	-4	99	0	-15	-0.6
Cc1cccc(CCNS(=O)(=O)c2cnc[nH]2)c1	3	-24	2	9	94	-4	108	-3	-60	1.1
CCC(C)[C@@H](NC(=O)OC(C)(C)C)c1nnc(S(=O)(=O)Cc2cccc(C)c2)o1 (some centres undefined)	0	-31	3	4	21	-3	54	-1	.	-6.8
COc1ccccc1-c1cc(C(=O)NCc2ccc(F)cc2)no1	5	-41	3	19	98	-5	101	-1	.	1.4
CCOC(=O)c1ccccc1NC(=O)CSc1nc2ccccc2n1CC(=O)N1CCCC1	0	-14	0	5	90	-4	99	-4	13	-2.9
CCOC(=O)c1cccc(NC(=O)COC)c1	3	-27	-5	3	91	-6	100	-1	-2	1.4
CC(C)(C)c1ccc(S(=O)(=O)N(CCCN2CCOCC2)Cc2cccs2)cc1	6	-19	-11	0	50	1	53	-2	-2	-4.3
Cc1c(N/N=C(\C#N)C(=O)c2ccc(Cl)cc2)c(=O)n(-c2ccccc2)n1C	2	-8	-3	3	15	3	12	-6	-6	-4.1
SMILES	NPY Y2 blocker	Yeast growth inh	GALR2 blocker	Measles CPE	bCat KO growth	Yeast lifespan up	HCT116 PTEN-null	Phagocyt inh	E-sel TNF inh	MRP-1 activ
COc1ccc(C2(CNC(=O)c3cccc([N+](=O)[O-])c3)CCCCC2)cc1OC	3	-9	-2	3	75	0	82	-16	.	-3.5
CC1=C(C(=O)OCCNC(=O)c2cccnc2)C(c2cccc([N+](=O)[O-])c2)C(C(=O)OCCN(C)C)=C(C)N1 (centres undefined)	0	-23	7	10	104	11	98	-2	.	-0.1
CCC1=NN(C(=O)c2ccc(Br)cc2)C(O)(c2ccccc2)C1 (centres undefined)	4	2	3	33	84	1	84	-9	.	4.4
Cc1nc2ccc(NC(=O)c3c(-c4ccccc4)noc3C)cc2s1	5	-5	7	14	91	-23	99	0	-3	-3.1
CCN(C1CCCCC1)S(=O)(=O)c1cc(C)ccc1OC	6	-40	-6	12	69	4	71	-1	-9	-0.9
C=C(C)Cn1c(SCC(=O)O)nnc1-c1ccc(OC)cc1	2	-18	3	23	91	5	109	-1	8	0.1
N#C/C(=C/c1ccc(Sc2nc3ccccc3[nH]2)o1)c1ccccc1F	5	-47	-1	12	44	-29	63	-1	12	-1.9
